MITF inh – blocks human microphthalmia-associated transcription factor; AID 1259374; AlphaScreen MITF homodimerization, bead proximity signal; 650,000 compounds, 0.91% hits; inhibition, % at 2.6 µM; O75030; in the data active = inhibition above about 50%;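 also: 0% = vehicle wells with protein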
FBW7 act – activators of human E3 ligase FBW7 | 650,000 compounds, 0.13% hits | AlphaScreen FBW7–phospho-cyclin E peptide binding, activator screen | Q969H0 | normalized activity (activation), % at 26.1 µM | AID 1259310; in the data active = normalized activity above about 1.9%;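 also: purified mutant Fbw7 with reduced substrate affinity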
Target sequence (Q969H0 whole entry, looked up): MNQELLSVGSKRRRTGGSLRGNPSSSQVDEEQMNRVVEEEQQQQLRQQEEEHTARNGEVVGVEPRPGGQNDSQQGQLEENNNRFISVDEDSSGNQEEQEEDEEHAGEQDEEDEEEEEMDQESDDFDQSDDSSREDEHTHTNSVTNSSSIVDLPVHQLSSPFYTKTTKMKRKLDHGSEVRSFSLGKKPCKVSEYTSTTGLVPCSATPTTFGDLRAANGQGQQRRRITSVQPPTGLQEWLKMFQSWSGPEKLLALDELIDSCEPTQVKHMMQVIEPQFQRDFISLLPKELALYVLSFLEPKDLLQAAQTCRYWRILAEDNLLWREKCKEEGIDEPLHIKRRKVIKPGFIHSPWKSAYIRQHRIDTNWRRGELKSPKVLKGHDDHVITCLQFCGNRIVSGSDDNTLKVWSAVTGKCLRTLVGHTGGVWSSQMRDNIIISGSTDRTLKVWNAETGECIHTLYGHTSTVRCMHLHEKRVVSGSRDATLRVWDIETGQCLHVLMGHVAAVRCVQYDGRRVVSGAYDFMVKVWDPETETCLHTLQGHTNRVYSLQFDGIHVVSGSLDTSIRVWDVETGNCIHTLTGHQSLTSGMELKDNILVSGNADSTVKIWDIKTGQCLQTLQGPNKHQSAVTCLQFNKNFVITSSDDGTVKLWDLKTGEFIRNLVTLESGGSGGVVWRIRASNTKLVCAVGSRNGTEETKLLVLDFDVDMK
TEAD-YAP inh – TEAD-YAP interaction inhibition. inhibition, % at 9.12 µM. HEK-TIYL cells, TEAD-Gal4/YAP UAS-luciferase luminescence. 640,000 compounds, 1.4% hits; in the data active = inhibition above about 32%;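 also: 0% = median of test compound wells and 100% = reference inhibitor wells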
GPR151 ag – activators of human GPR151; PathHunter beta-arrestin GPR151 cells, luminescence; activation, % at 11.2 µM; AID 1508602; Q8TDV0; 650,000 compounds, 1% hits; in the data active = activation above about 4.9%;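 also: 0% = median of compound wells and 100% = cells with positive control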
Numbers without * were called inactive.

SMILES	MITF inh	FBW7 act	TEAD-YAP inh	GPR151 ag
O=C1NC2(CCN(Cc3ccc(N4CCCC4)cc3)CC2)Oc2ccccc21	-3	-0.3	4	0.5
COc1cc2nc(-c3ccc4c(c3)C(=O)N(c3ccc(C)cc3C)C4=O)oc(=O)c2cc1OC	3	-0.1	11	0.7
CCc1nc(SCC(=O)N2CCC(C)CC2)c2c(C)c(C)sc2n1	1	0.0	1	1.6
CCN(CC)S(=O)(=O)c1ccc2oc(SCC(=O)c3ccc(OC)cc3)nc2c1	1	0.1	0	0.0
CC1=CC=CC2=NC(=O)CC(C)(C(=O)N(CC(=O)NC3CCCC3)C3CCCC3)N12 (stereo not drawn)	3	-0.5	-12	-0.1
CCOC(=O)c1c(C)oc2cc(Br)c(OC(=O)C(C)C)cc12	-1	0.2	3	0.7
O=C(O)CCC(=O)N1N=C(c2ccc(Br)cc2)CC1c1cccc([N+](=O)[O-])c1 (stereo not drawn)	0	0.1	3	-0.2
Cc1ccc(S(=O)(=O)CCC(=O)Nc2ccc(Cl)c(C(F)(F)F)c2)cc1	13	0.1	10	-0.3
CCOC(=O)C1=C(C)NC(=S)N(C(C)=O)C1c1ccc(C)cc1C (stereo not drawn)	-11	0.0	4	2.5
COc1cc(S(=O)(=O)N(C)C)ccc1Br	4	0.1	-9	1.3
Cc1ccc(NC(=O)Cc2cccc3ccccc23)c([N+](=O)[O-])c1	20	0.1	-16	-1.5
O=C(NC(=O)N1CCN(c2ccc(F)cc2)CC1)c1ccccc1	-6	-0.3	-2	-0.3
COC(=O)c1ccc2c(c1)CC(C(=O)Nc1ccc(-c3cn[nH]c3)cc1OCCN(C)C)CO2 (stereo not drawn)	-15	-0.1	-3	0.9
S=c1n(CN2CCCC2)nc(-c2c[nH]c3ccccc23)n1CC1CCCO1 (stereo not drawn)	1	0.0	-4	0.5
c1cncc(-c2noc(COc3cccc4ccccc34)n2)c1	7	0.1	3	-0.4
CC(=O)c1ccc(NC(=O)c2cc(I)ccc2Cl)cc1	9	0.4	-1	0.5
COc1cc(-c2cnn3ccc(NCCO)nc23)ccc1O	-22	0.0	1	-0.9
CCOC(=O)Nc1ccc(S(=O)(=O)Nn2cnnc2)cc1	-11	-0.4	3	0.9
O=c1cc(-c2ccccc2)n2c(SCc3ccc(Cl)cc3)nnc2[nH]1	-11	-0.1	-6	-1.6
NS(=O)(=O)c1ccc(N2C(=O)C(=O)/C(=C(/O)c3ccccc3)C2c2ccccc2F)cc1 (stereo not drawn)	7	0.2	10	-0.5
O=S(=O)(c1ccc(F)cc1)N1CCN=C1SCc1cccnc1	4	-0.1	-13	-0.5
Cn1cc(C(=O)N2CCCC2)c(=O)c2cc(S(=O)(=O)N3CCOCC3)ccc21	8	0.0	-2	-0.3
COc1ccc(/C=C2\C=C(c3ccccc3)N(c3ccc4ccccc4c3)C2=O)cc1Br	21	1.1	-8	-0.7
O=C(O)c1cccc(NS(=O)(=O)c2ccc(I)cc2)c1	-8	-0.1	11	-0.6

Limited to GPR151 ag and TEAD-YAP inh (5 entries from above):
molecule	GPR151 ag	TEAD-YAP inh
c1cncc(-c2noc(COc3cccc4ccccc34)n2)c1	-0.4	3
CC(=O)c1ccc(NC(=O)c2cc(I)ccc2Cl)cc1	0.5	-1
COc1cc(-c2cnn3ccc(NCCO)nc23)ccc1O	-0.9	1
CCOC(=O)Nc1ccc(S(=O)(=O)Nn2cnnc2)cc1	0.9	3
O=c1cc(-c2ccccc2)n2c(SCc3ccc(Cl)cc3)nnc2[nH]1	-1.6	-6

The listing continues.
SMILES	MITF inh	FBW7 act	TEAD-YAP inh	GPR151 ag
Cn1c(NCCCO)nc2c1c(=O)n(Cc1ccc(Cl)cc1)c(=O)n2C	16	-0.1	15	3.2
O=C(Nc1nc2c(s1)C(=O)CC(C(=O)N1CCCC1)C2)c1ccccc1 (stereo not drawn)	2	-0.2	-7	-0.1
O=C(NCc1ccccc1)C1C2C=CC3(CN(Cc4ccccc4Cl)C(=O)C13)O2 (stereo not drawn)	19	0.0	5	0.9
CCCc1c(C)nc2ccccc2c1SCCC(=O)O	9	0.3	-1	-0.1
O=C(Cc1c(F)cc(F)cc1F)NCC1CCC2(CCN(Cc3cccnc3)CC2)O1 (stereo not drawn)	7	0.1	1	0.7
CCOC(=O)c1ccc(S(=O)(=O)Nc2cc(C)nc3ccccc23)cc1	8	-0.2	1	0.7
COC(=O)C1=CN(Cc2ccc(F)cc2)C=C(C(=O)OC)C1c1cc(Br)c(OC)c(OC)c1	2	0.3	-6	-1.1
CCOC(=O)c1cc2c(=O)n3ccccc3nc2n(CCCn2ccnc2)c1=N	7	-0.2	-1	1.8
COc1ccc(-c2ncc(C)c(NCc3cccc(C(F)(F)F)c3)n2)cc1	5	0.1	-4	1.7
CC1CC(C)CN(C(=O)Cn2nc(-c3ccncc3)oc2=O)C1 (stereo not drawn)	10	1.4	3	1.0
COC(=O)c1nc(N)n(-c2nc(-c3cccc(OC)c3)cc(C(F)(F)F)n2)n1	-11	0.0	2	-0.3
O=C(Cn1cc2c(n1)CCCC2)NCCCN1CCN(C2CCCCC2)CC1	14	0.2	6	5.0*

Six compounds drawn at random from the list so far:
SMILES	MITF inh	FBW7 act	TEAD-YAP inh	GPR151 ag
COc1ccc(-c2ncc(C)c(NCc3cccc(C(F)(F)F)c3)n2)cc1	5	0.1	-4	1.7
O=C(Cc1c(F)cc(F)cc1F)NCC1CCC2(CCN(Cc3cccnc3)CC2)O1 (stereo not drawn)	7	0.1	1	0.7
COC(=O)C1=CN(Cc2ccc(F)cc2)C=C(C(=O)OC)C1c1cc(Br)c(OC)c(OC)c1	2	0.3	-6	-1.1
O=C(NCc1ccccc1)C1C2C=CC3(CN(Cc4ccccc4Cl)C(=O)C13)O2 (stereo not drawn)	19	0.0	5	0.9
COC(=O)c1nc(N)n(-c2nc(-c3cccc(OC)c3)cc(C(F)(F)F)n2)n1	-11	0.0	2	-0.3
CCOC(=O)c1ccc(S(=O)(=O)Nc2cc(C)nc3ccccc23)cc1	8	-0.2	1	0.7

Going on with the list:
SMILES	MITF inh	FBW7 act	TEAD-YAP inh	GPR151 ag
O=C(Nc1c2c(nn1-c1cccc(Cl)c1)CSC2)C12CC3CC(CC(C3)C1)C2	-10	0.0	-4	1.8
CCCn1c(C)cc(/C=C(\C#N)C(=O)O)c1C	-4	0.1	-9	1.4
COC(=O)c1nc2n(n1)C(c1ccc(Cl)cc1Cl)C=C(c1ccc(OC)cc1)N2 (stereo not drawn)	14	-0.1	15	1.2
Cc1ccc2cccc(OCc3ccccc3)c2n1	-1	-0.3	1	1.6
COc1ccc(NC(=O)C(Cl)Cl)cc1OC	8	0.2	9	-0.4
Cc1cccc(NC(=O)CN(c2ccc3c(c2)OCCO3)S(C)(=O)=O)c1	3	-0.2	-12	1.5
COc1cc(Nc2nc(Nc3ccc(N4CCOCC4)cc3)c3ncn(-c4ccccc4)c3n2)cc(OC)c1OC	11	-0.1	22	1.8
COc1ccc(CC2(CCC(=O)NCC3CCOCC3)CCC(=O)N2)c2ccccc12 (stereo not drawn)	8	0.1	6	-0.3
CCOC(=O)C1=C(C)N=C2SC(CC)C(=O)N2C1c1ccccc1[N+](=O)[O-] (stereo not drawn)	7	0.0	-7	1.4
O=C(COc1ccccc1Br)Nc1cccc([N+](=O)[O-])c1	-5	-0.1	-57	-1.4
CCOc1ccccc1NC(=O)C(C)N(c1ccc(Cl)cc1)S(C)(=O)=O (stereo not drawn)	3	-0.3	6	-0.6
O=C(c1ccco1)N1CC[C@H]2[C@H](CCCN2C(=O)c2ccccc2)C1	11	0.2	-5	-0.4
CCCCOc1ccc(-c2csc(-c3cc4cc(Cl)ccc4oc3=O)n2)cc1	1	0.1	6	-0.4
C=CCn1c(=NC(=O)CN2C(=O)CCC2=O)sc2cc(C)ccc21	7	0.4	2	0.1
O=C(NCc1ccccn1)c1ccc2c(c1)ncn2-c1ccc(F)cc1F	-3	-0.1	-9	1.5
O=C1c2ccccc2C(=O)N1CCN1CCN(CCN2C(=O)c3ccccc3C2=O)CC1	0	-0.1	-3	0.2
CCc1cccc(NS(=O)(=O)c2c[nH]c3ccc([N+](=O)[O-])cc23)c1	-7	-0.2	-9	-1.2
O=C(c1cccc([N+](=O)[O-])c1)N1CCN=C1SCc1cccnc1	4	0.2	6	1.3
O=C(N/N=C/c1ccc2c(c1)OCO2)c1ccc([N+](=O)[O-])cc1	20	0.1	9	-0.5
Cc1nnc(N2C(=O)C(=O)/C(=C(/O)c3ccc(Cl)cc3)C2c2ccc(C(C)(C)C)cc2)s1 (stereo not drawn)	-10	0.3	-23	1.6
O=C(NCC(c1ccsc1)N1CCCCCC1)c1c(F)cccc1F (stereo not drawn)	84*	-0.1	-2	1.2
O=C(c1ccc(S(=O)(=O)N2CCCCC2)cc1)N1CCCCC1	-5	0.0	4	-0.9
CC(C)n1cnc2c(NCc3ccccc3)nc(Nc3ccc(-n4ccnc4)cc3)nc21	14	-0.2	-6	2.6
Cc1csc(NC(=O)c2csc3c2CCCC3)n1	10	-0.1	-30	0.0
Cc1ccc(C2c3c(oc4ccc(Cl)cc4c3=O)C(=O)N2CCN2CCOCC2)cc1 (stereo not drawn)	-2	-0.1	-33	0.8
COc1ccc(C(CC(=O)NCC2CCCO2)NS(=O)(=O)c2ccc(Cl)cc2)cc1 (stereo not drawn)	-1	0.2	-12	-2.2
O=C(COc1ccc(Cl)cc1)Nn1c(=S)[nH]c2ncccc2c1=O	0	0.3	-1	3.3
Cc1ccc2c(c1)NC(c1ccc(C)o1)C1=C(CC(c3ccccc3)CC1=O)N2 (stereo not drawn)	15	0.1	-25	-0.8
O=C(Cn1cnc2c(oc3ccccc32)c1=O)N1CCCCCC1	11	0.1	-13	-0.7
CC(C)CC(NS(=O)(=O)c1ccc2c(c1)oc(=O)n2C)C(=O)NCc1ccco1 (stereo not drawn)	2	-0.1	-5	1.7
COC(=O)c1ccc(C2C3=C(CC(c4ccc(C(C)(C)C)cc4)CC3=O)Nc3ccccc3N2C(=O)CCC(=O)O)cc1 (stereo not drawn)	25	-0.1	-1	-0.7
CN1C(=O)c2cccc(N(C)C)c2C1=O	-5	0.0	-13	-0.3
CCOc1cc(C2C(C(=O)Nc3ccccc3)=C(C)Nc3nnnn32)ccc1O (stereo not drawn)	-8	-0.2	-4	0.6
O=c1c(Cl)c(Cl)cnn1Cc1cccc2ccccc12	3	0.0	12	-1.2
COc1ccccc1-n1nc(C(=O)N(C)c2ccc(Cl)cc2)c2ccccc2c1=O	2	-0.1	0	1.6
O=C(O)C1CC=CCC1C(=O)NC12CC3CC(CC(C3)C1)C2 (stereo not drawn)	15	0.9	-12	1.0
COc1ccc(N2CCN(c3ncnc4sc(C(=O)Nc5cccc(C)c5)c(C)c34)CC2)cc1	2	-0.1	-4	1.5
CCS(=O)(=O)CCCCCCC1N=NC(NC(=O)Nc2cccc(C(F)(F)F)c2)S1 (stereo not drawn)	0	0.0	7	-0.5
COc1ccc(CC(=O)NCC2COC3(CCCCC3)O2)cc1OC (stereo not drawn)	5	0.1	16	0.4
COC12C=CC(CC1=O)c1c(F)c(F)c(F)c(F)c12 (stereo not drawn)	-2	-0.1	-5	-0.9
COCCCNC(=O)Cn1c(=O)n(-c2ccccc2)c(=O)c2c3c(sc21)CCCC3	11	-0.1	13	0.8
O=C(CSc1nc2ccsc2c(=O)n1Cc1ccc2c(c1)OCO2)c1ccc(Cl)c(Cl)c1	20	0.1	4	-0.5
O=C(NCc1ccco1)/C(=C/c1ccc(Cl)cc1)NC(=O)c1ccco1	1	0.0	-2	5.7*
Cc1ccc2oc(C(=O)Nc3ccccc3C#N)c(C)c2c1	1	0.0	-51	-0.4
CC(C)(C)C1CCc2c(sc(NC(=O)c3cccs3)c2C(=O)N2CCN(Cc3ccccc3)CC2)C1 (stereo not drawn)	14	0.1	15	-0.2
CN(C)CCCNc1oc(-c2ccc(Cl)cc2)nc1C#N	4	-0.1	-7	0.4
CC1(C)Cc2c(sc(NC(=O)c3ccco3)c2C(=O)O)CO1	3	-0.2	-7	-4.7
O=C(NC(=S)Nc1ccc(S(=O)(=O)N2CCOCC2)cc1)c1ccc(Cl)cc1	1	-0.1	-7	-1.0
Oc1ccc(C23CC4CC(CC(C4)C2)C3)cc1	11	0.6	-1	1.2
CC1CCN(C(=O)Cn2c(SCC(=O)N3CCCCCC3)nc3ccccc32)CC1	-4	-0.1	3	0.8
Cc1cccc(N2C(N)=C(C#N)C(c3cccnc3)C3=C2CCCC3=O)c1 (stereo not drawn)	11	0.0	-2	0.3
O=c1[nH][n+](-c2ccc(F)cc2)no1	-8	-0.2	9	0.8
COc1ccc(CCn2c(SCC(=O)NCc3ccccc3Cl)nc3ccccc3c2=O)cc1OC	8	0.7	7	-1.1
COc1ccccc1Oc1ccc(N2C(=O)c3cccc([N+](=O)[O-])c3C2=O)cc1	-2	-0.4	-8	8.4*
CCCCCn1c(N/N=C/c2cc(Br)ccc2O)nc2c1c(=O)[nH]c(=O)n2C	4	-0.2	-1	-0.3
CCCC(=O)c1ccc(OCc2cc(C(C)=O)ccc2OC)cc1	23	1.0	4	0.9
O=S1(=O)C=CC(Nc2cccc(Cl)c2)C1 (stereo not drawn)	-2	0.0	7	1.5
COc1cc(C(=O)Nc2ccccc2)c2ccccc2n1	5	0.0	24	0.1
O=C(NCc1ccco1)Nc1ccc(Br)cc1Cl	5	-0.2	-60	-0.6
O=C(/C=C/Nc1ccc(Cl)cc1)c1ccco1	1	-0.3	-10	-0.9
CCc1cc(=O)oc2cc(OCc3ccccc3F)c(Cl)cc12	-12	0.0	-3	-0.4

Compound activity: PubChem, The Scripps Research Institute Molecular Screening Center
